Bioassay records deposited in PubChem by National Center for Advancing Translational Sciences (NCATS).
Rab9 promoter act – activators of Rab9 promoter. Potency, µM (top dose mostly 9.22 µM), without a hit: top-dose activation, negative = inhibition, usual class: activators. 2.8% of 320,000 active. Huh7 Rab9 promoter-luciferase reporter, luminescence, 24 h. AID 485297; further: potency means the concentration at half of the fitted maximal effect; % of control where 0% means no effect; nearly all actives have a fitted effect of over 60% in size
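Huh7 cells stably carrying a Rab9 promoter-luciferase reporter, 1500 cells per well in OP-MEM I with 10% FBS, treated with compound 24 hours at 37C. Luciferase activity read by luminescence after 10 minutes with Amplite reagent.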
NPC1 prom act – activates the NPC1 promoter; Huh7 NPC1 promoter luciferase reporter, 24 h; Potency, µM (series often up to 9.22 µM), without a hit: top-dose activation, actives largely listed as activators; 2.4% of 320,000 active; AID 485313;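 further: potency means the concentration at half of the fitted maximal effect; % of control where 0% means no effect; nearly all actives have a fitted effect of over 60% in size; reporter is driven by a mutant NPC1 promoter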
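Huh7 reporter cells (NPC1 promoter driving luciferase) are dosed with compound for 24 h at 37 °C, 5% CO2; luciferase detection reagent is then added and luminescence measured after 10 min at ambient temperature.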
BRCA1 expr up – BRCA1 expression activation | Potency, µM (top dose mostly 46.1 µM), inactives show top-dose activation, usual class: activators | 1.1% of 380,000 active | AID 624202 | MCF7-BRCA1-FFLuc reporter, luminescence, 48 h; response scale: scaled: vehicle 0%, 10 µM genistein 100%; further: potency means the concentration at half of the fitted maximal effect; nearly all actives have a fitted effect of over 80% in size; some results filed as inactive show a strong effect at the top dose
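Using MCF7 cells harboring a BRCA1 firefly luciferase reporter, plated 2 h before compound pinning, the screen measured luminescence after 48 h incubation. Responses were normalized to DMSO and 10 microM genistein, then fitted for concentration-effect.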
RORgamma inh – ROR gamma (mouse) transcription inhibition; P51450; AID 2551; Potency, µM (doses to about 53.6 µM), for inactives: at the highest dose activity change, negative = inhibition, hits mostly inhibitors; Drosophila S2 Gal4-RORgamma UAS-luciferase reporter, 20 h; 5.4% of 310,000 active; further: potency means the concentration at half of the fitted maximal effect; on the % scale 0 is the no-effect control and ±100 the full control effect; nearly all actives have a fitted effect of over 60% in size
Target sequence (P51450 whole entry, looked up, the tested form may be a part): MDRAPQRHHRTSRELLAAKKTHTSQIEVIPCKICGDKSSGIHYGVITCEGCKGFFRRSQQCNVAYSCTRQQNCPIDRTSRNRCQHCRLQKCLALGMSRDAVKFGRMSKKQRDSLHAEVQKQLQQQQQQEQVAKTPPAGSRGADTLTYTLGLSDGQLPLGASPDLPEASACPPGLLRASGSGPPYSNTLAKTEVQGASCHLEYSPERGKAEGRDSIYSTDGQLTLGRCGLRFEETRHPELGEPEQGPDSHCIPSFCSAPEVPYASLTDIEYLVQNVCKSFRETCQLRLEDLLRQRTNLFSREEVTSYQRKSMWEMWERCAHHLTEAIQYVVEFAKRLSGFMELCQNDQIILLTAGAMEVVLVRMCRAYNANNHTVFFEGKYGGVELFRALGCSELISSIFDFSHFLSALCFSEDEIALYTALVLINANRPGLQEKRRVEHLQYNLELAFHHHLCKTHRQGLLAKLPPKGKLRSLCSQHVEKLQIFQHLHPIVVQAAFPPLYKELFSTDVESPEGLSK
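Luciferase reporter read in Schneider cells carrying Gal4-RORγ (mouse) and UAS-Photinus luciferase; cells given compound 1 h before 700 uM copper sulfate induction, then incubated 20 h at ambient temperature.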
FLuc counter – firefly luciferase modulation, counter-screen for miR-21 project | P08659 | purified FLuc, Km substrates, luminescence inhibition | Potency, µM (top dose mostly 57.5 µM), for inactives: top-dose activity change, negative = inhibition, usual class: inhibitors | 6.9% of 360,000 active;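 further: potency means the concentration at half of the fitted maximal effect; plate controls were vehicle for no effect and reference inhibitor for full effect; nearly all actives have a fitted effect of over 55% in size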
Target sequence (P08659 whole entry, looked up): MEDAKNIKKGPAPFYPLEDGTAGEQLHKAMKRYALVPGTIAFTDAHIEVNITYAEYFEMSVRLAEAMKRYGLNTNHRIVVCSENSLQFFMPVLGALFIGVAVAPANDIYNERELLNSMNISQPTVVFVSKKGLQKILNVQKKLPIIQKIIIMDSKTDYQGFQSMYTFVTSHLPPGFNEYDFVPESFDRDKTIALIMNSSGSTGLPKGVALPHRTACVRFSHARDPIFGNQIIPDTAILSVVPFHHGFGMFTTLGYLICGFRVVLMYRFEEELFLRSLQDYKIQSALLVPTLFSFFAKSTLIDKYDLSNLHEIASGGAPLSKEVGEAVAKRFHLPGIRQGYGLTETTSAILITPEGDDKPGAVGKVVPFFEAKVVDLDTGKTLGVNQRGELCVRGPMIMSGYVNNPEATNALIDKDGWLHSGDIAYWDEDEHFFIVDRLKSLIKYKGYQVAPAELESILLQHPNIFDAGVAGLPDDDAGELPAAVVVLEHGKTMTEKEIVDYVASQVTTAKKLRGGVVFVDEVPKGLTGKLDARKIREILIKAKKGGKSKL
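Biochemical qHTS of compounds, final roughly 60 µM downward over six points, against 10 nM purified firefly luciferase using Km concentrations of substrates (10 uM D-luciferin, 10 uM ATP) in Tris acetate pH 7.5 buffer; luminescence output.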
VP16 counter – Gal4-VP16 reporter inhibition counter-screen | Drosophila S2 Gal4-VP16 UAS-luciferase, luminescence, 20 h | Potency, µM (titrated, usually from 53.6 µM), for inactives: top-dose activity, negative = inhibition, actives largely listed as inhibitors | 3.5% of 310,000 active;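 further: Gal4-VP16 expression switched on by copper sulfate through the metallothionein promoter; potency means the concentration at half of the fitted maximal effect; on the % scale 0 is the no-effect control and ±100 the full control effect; nearly all actives have a fitted effect of over 50% in size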
ELG1 genotoxic – inducers of genotoxicity in HEK293T ELG1-luciferase cells. HEK293T ELG1-luciferase reporter, luminescence, 16 h. Potency, µM (highest dose often 46 µM), for inactives: at the highest dose activity change, positive = activation, most hits filed as activators. 1.3% of 330,000 active. AID 504466; further: potency means the concentration at half of the fitted maximal effect; % of control where 0% means no effect; nearly all actives have a fitted effect of over 60% in size
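Genotoxic stress is detected as increased luminescence from luciferase-tagged ELG1 in HEK293T cells, measured with ONE-Glo after a 16 hr treatment at 37 °C.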
ELG1 repair inh – inhibitors of ELG1-dependent DNA repair in HEK293T cells | Potency, µM (top dose mostly 46.1 µM), for inactives: top-dose activity change, negative = inhibition, most hits filed as inhibitors | 2.3% of 330,000 active | HEK293T ELG1-luciferase reporter, luminescence, 16 h; DNA damage induced by 5-fluorouridine; further: potency means the concentration at half of the fitted maximal effect; on the % scale 0 is the no-effect control and ±100 the full control effect; nearly all actives have a fitted effect of over 55% in size
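Step one: seed 2,000 cells per well. Step two: pin-transfer compound or DMSO alongside 5-fluorouridine. Step three: incubate 16 hr, 37 °C, 5% CO2. Step four: add ONE-Glo, wait 30 min, read luminescence.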
TRPV1 agonist – agonists of human vanilloid receptor 1 (TRPV1); Q8NER1; 0.19% of 320,000 active; activation, % at 8.33 µM; TRPV1-expressing cells, Fluo-8 calcium influx, agonist mode; in the data active means activation above about 80%; inconclusive means between about 30% and that limit; further: 0% is about no effect
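Cells expressing TRPV1 were dye-loaded with Fluo-8 and read kinetically: 10 s baseline, 3 min after compound (agonist portion), then 2 min after EC20 capsaicin (allosteric enhancer portion). Calcium-bound dye fluorescence at 480/520 nm.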
p53 reactivation – re-activators of mutant p53; H1299 p53-A138V BP100-luciferase reporter, luminescence, 24 h; Potency, µM (titrated, usually from 92.2 µM), for the others: at the top dose activity change, positive = activation, actives largely listed as activators; 0.063% of 320,000 active; AID 504706; further: potency means the concentration at half of the fitted maximal effect; % of control where 0% means no effect; nearly all actives have a fitted effect of over 45% in size
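p53-null H1299 cells stably carrying temperature-sensitive p53-A138V and a BP100-luciferase reporter were pinned with compounds (4-point, 1:5 series) and held 24 hrs at 37 deg C. Luminescence was read 10 min after detection reagent.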
Tb PFK block – blocks T. brucei phosphofructokinase | O15648 | T. brucei PFK, ADP-Glo luminescence | Potency, µM (highest dose often 57.5 µM), for the others: at the highest dose activity, negative = inhibition, most hits filed as inhibitors | 0.17% of 330,000 active;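 further: potency means the concentration at half of the fitted maximal effect; 0% = uninhibited 1x PFK enzyme wells and -100% = no-enzyme wells; nearly all actives have a fitted effect of over 60% in size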
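In TEA buffer at pH 8.0 with 5 mM MgCl2, enzyme (1.25 nM) converted F6P (0.5 mM) and ATP (0.1 mM) for 45 min at room temperature. ADP product was read by luciferase luminescence.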
* marks the source's active call; other numbers are inactive results; ? = inconclusive; . = not tested or not shown; [ ] = another dose, or the depositor's remark. Unless noted, the call rests on the fitted dose curve; in most records, active means well fitted curve in the direction sought with a large enough effect; inconclusive means small, poorly fitted or top-dose-only effect, or another doubt; inactive means no such curve, though single readings can be large; an effect the other way counts as inactive or inconclusive.

SMILES | Rab9 promoter act | NPC1 prom act | BRCA1 expr up | RORgamma inh | FLuc counter | VP16 counter | ELG1 genotoxic | ELG1 repair inh | TRPV1 agonist | p53 reactivation | Tb PFK block
COc1cccc(Nc2ncc(C#N)c(N)n2)c1 | 21% | 14% | 71% | 28% | ? | 8% | 15% | ? | -2 | 12% | -1%
CCCCn1c(N)c(N(CC(C)C)C(=O)C2CC(=O)N(c3ccc4c(c3)OCCO4)C2)c(=O)[nH]c1=O (configuration not stated) | 0% | -10% | -2% | . | 13% | . | 3% | ? | -1 | 3% | -6%
Clc1ccc(CSc2nnc(NC3=NCCCCC3)s2)cc1 | 5% | -2% | -26% | 10% | -16% | 11% | 1% | -15% | 16 | 14% | -5%
CCN1C(=O)C(CC(=O)NC2CCCCC2)N(CC)C1=O (configuration not stated) | 3% | -1% | 0% | 42% | -1% | 0% | 0% | 18% | 2 | 3% | -9%
O=C(c1ccccc1)c1cc2ccccc2o1 | ? | ? | 10µM* | 15% | 15µM* | 4% | ? | ? | 29 | ? | 7%
O=C(COC(=O)c1ccccn1)c1ccc(Br)cc1 | 3% | 1% | 0% | 14% | 2.4µM* | 0% | 0% | -3% | 5 | -1% | 1%
Clc1ccc(-c2noc(CN3CCCC3)n2)cc1 | ? | ? | 13µM* | 8%[0.365 µM] | 19µM* | . | 10µM* | ? | 5 | ? | 8%
CN1C(=O)C(O)(CC(=O)c2ccc3c(c2)OCO3)c2ccccc21 (configuration not stated) | 0% | 6% | 3% | -24%[0.365 µM] | -2% | . | -4% | 6% | -5 | 0% | -9%
O=C(Nc1nnc(CCS(=O)(=O)c2ccc(Br)cc2)s1)c1ccc([N+](=O)[O-])cc1 | 2% | 2% | 38% | 9% | -2% | -4% | 0% | 18% | -1 | 11% | -4%
CN1C(=O)c2ccccc2N(C)C1c1cccc(O)c1 (configuration not stated) | 2% | -3% | 0% | 24% | 7% | 1% | -1% | 5% | -1 | . | -2%
CCCCNC(=O)/C(C#N)=C/c1ccc2c(c1)OCCO2 | 1% | -1% | 2% | 5% | 9.5µM* | -19% | ? | ? | 19 | ? | -1%
O=C(NC1CCCCC1)c1c(O)nc2sccn2c1=O | -7% | -1% | -44% | . | -1% | . | 1% | ? | 0 | -8% | -2%
Cc1nnc(Sc2nc3c(c(=O)[nH]c(=O)n3C)n2CCc2ccccc2)s1 | 0% | -6% | -2% | 10% | -1% | -7% | 4% | 3% | -2 | 1% | 1%
Cc1ccc(S(=O)(=O)N(C)C)cc1NC(=S)N1CCCCC1CO (configuration not stated) | 3% | 0% | 6% | 24% | -2% | 8% | 1% | 10% | -1 | -4% | -3%
CCC(C)N1C(=O)C2C(C(=O)Nc3cccc(OC)c3)C3C=CC2(O3)C1C(=O)NC1CCCCC1C (configuration not stated) | 4% | -3% | 2% | 1% | 1% | -1% | 1% | -1% | -1 | 1% | 9%
Clc1ccc(CSc2ncnc3nc[nH]c23)cc1 | -3% | -2% | 48% | 16% | -13% | 16% | 4% | 14% | 13 | 12% | -16%
COc1cc(/C=N/N=C(N)N)ccc1OCc1ccc(Cl)cc1 | ? | ? | 6% | -105% | 3µM* | -27%[10 µM] | 9.2µM* | ? | -3 | 0% | 2%
O=C(NCCCn1ccnc1)/C(=C\c1ccccc1F)NC(=O)c1ccccc1 | -1% | 1% | -2% | -9% | 1% | -7% | -2% | 4% | -2 | -3% | -9%
CN(C)CCSc1nc(O)c(-c2ccccc2)c(=O)n1-c1ccccc1 | 1% | 0% | 1% | -1% | -2% | -2% | 4% | 0% | 0 | 0% | 1%
CS(=O)(=O)N1CCN(CC2CC3C=CC2C3)CC1 (configuration not stated) | -7% | 0% | -1% | 4% | 6% | 5% | -8% | 2% | -9 | -10% | -5%
CCCn1c(SCC(=O)N2CCN(C(=O)c3ccco3)CC2)nc2ccccc2c1=O | 1% | -10% | 0% | 11% | -1% | 8% | -7% | ? | -8 | 0% | 1%
Cc1cc(Nc2c(C)cccc2C)n2nc(C)nc2n1 | 1% | -2% | 4% | -18% | 1% | 2% | -7% | 7% | -1 | -1% | -3%
CCOc1ccc(CN(CC)C(=O)c2ccc3c(c2)[nH]c(=O)c(=O)n3CC)cc1OC | 0% | 1% | -3% | -6% | 0% | 9% | -4% | -1% | 1 | 2% | -5%
COc1ccc(N=C2S/C(=C\c3cc(C)n(C)c3C)C(=O)N2C)cc1 | 0% | -4% | -35% | 2% | 0% | 5% | 10% | ? | . | -2% | -1%

Part of the list above, with two lines to a compound.
Values in the order – Rab9 promoter act, NPC1 prom act, BRCA1 expr up, RORgamma inh, FLuc counter, VP16 counter, ELG1 genotoxic, ELG1 repair inh, TRPV1 agonist, p53 reactivation, Tb PFK block
- O=C(c1ccccc1)c1cc2ccccc2o1
  ?, ?, 10µM*, 15%, 15µM*, 4%, ?, ?, 29, ?, 7%
- Clc1ccc(CSc2nnc(NC3=NCCCCC3)s2)cc1
  5%, -2%, -26%, 10%, -16%, 11%, 1%, -15%, 16, 14%, -5%
- O=C(Nc1nnc(CCS(=O)(=O)c2ccc(Br)cc2)s1)c1ccc([N+](=O)[O-])cc1
  2%, 2%, 38%, 9%, -2%, -4%, 0%, 18%, -1, 11%, -4%

Going on with the list:
SMILES | Rab9 promoter act | NPC1 prom act | BRCA1 expr up | RORgamma inh | FLuc counter | VP16 counter | ELG1 genotoxic | ELG1 repair inh | TRPV1 agonist | p53 reactivation | Tb PFK block
CC(C)c1ccc(C(C(=O)NC2CCCC2)N(C(=O)CNC(=O)c2ccco2)c2cccnc2)cc1 (configuration not stated) | -2% | 0% | -12% | -21% | 12% | -7% | 5% | -4% | 2 | 8% | -5%
CCNC(=O)c1ccc(C2SCC(=O)N2Cc2ccco2)cc1 (configuration not stated) | -4% | -4% | -29% | 6% | -1% | 1% | -1% | 18% | -1 | -6% | 0%
CCOC(=O)Nc1nc(-c2ccc(Cl)cc2Cl)cs1 | 20% | -2% | 32% | 5% | ? | 10% | 11% | ? | 8 | 20% | 0%
COc1ccc(CNC(=O)CNC(=O)N2CC(=O)Nc3ccccc32)cc1 | -1% | -2% | -5% | 2% | 0% | -4% | 0% | 7% | -1 | 3% | 0%
COc1cc(/C=C/C(=O)OCC(=O)NCC(=O)Nc2cccc(C)c2C)ccc1OC(F)F | -1% | -5% | -4% | . | 2% | . | -1% | 4% | 0 | -5% | -6%
O=C1OC(c2ccc(Cl)cc2)/C(=C(/O)c2ccccc2)C1=O (configuration not stated) | 10% | 0% | 16% | 36% | -2% | 5% | 2% | ? | ? | ? | 4%
CCOC(=O)c1cccnc1SCC(=O)N(C)c1ccccc1 | -3% | -2% | 4% | 21% | 3% | 3% | 0% | 0% | 2 | -8% | 1%
CC(C)(C)N=C1NC(=NC(C)(C)C)c2ccccc21 | -1% | -1% | -31% | -36% | 0% | -8% | -4% | -6% | 1 | 8% | -8%
O=C(NCc1ccccc1Cl)C1CCC(CNc2c(N3CCCCC3)c(=O)c2=O)CC1 (configuration not stated) | -8% | -4% | -12% | 25% | 3% | 0% | 0% | -21% | -1 | 1% | -2%
COc1ccc(CNC(=O)CN(Cc2ccc(Cl)cc2)C(=O)c2csnn2)cc1 | -2% | -1% | -23% | 0% | -1% | -9% | -8% | -26% | 9 | -3% | -11%
CCN(CC)S(=O)(=O)c1ccc(OC)c(NS(=O)(=O)c2cccc(C(=O)O)c2)c1 | -4% | 1% | 18% | 4% | -15% | -1% | 3% | 5% | -1 | 10% | -2%
O=S(=O)(Nc1ccccc1)c1cccc2nonc12 | 4% | -1% | 8% | . | 5% | . | 2% | 16% | -2 | . | 5%
O=C(COC(=O)CNC(=O)c1ccccc1F)Nc1cccc(S(=O)(=O)N2CCCCCC2)c1 | -5% | -3% | 3% | 33% | ? | 9% | 2% | 9% | 15 | -1% | -27%
C=CCc1cc(Cl)ccc1OCCOCCNC(C)(C)C | -11% | -6% | -34% | -35% | -3% | 1% | -6% | -9% | 2 | -4% | 3%
COc1ccc(CNC(=O)C2CSC(c3ccc(OC)cc3)N2C(C)=O)cc1 (configuration not stated) | -3% | -5% | 5% | 50% | 2% | 0% | 0% | -1% | 2 | -3% | -4%
CC(=O)Oc1cccc(N2C(=O)c3ccccc3C2=O)c1 | -3% | -2% | -7% | 37% | -14% | 0% | 1% | 5% | -5 | 5% | -1%
O=[N+]([O-])c1ccc(Oc2cccc3cccnc23)c(Cl)c1 | -11% | 2% | -10% | -15% | 4% | 0% | 1% | 12% | 0 | 1% | 6%
COc1ccc(CCN=Cc2ccccc2O)cc1OC | -2% | -7% | -11% | 11% | -6% | 4% | 0% | -6% | 0 | -1% | -1%
